Menin-MLL TR inh: displaces Texas Red mutant MLL peptide from human menin | O00255 | Menin + Texas Red MLL mutant peptide, fluorescence polarization | Potency, µM (highest dose often 61.6 µM), for the others: top-dose FP activity change, negative = inhibition, hits mostly inhibitors | hit rate 0.23% among 270,000 | AID 1768; active = well fitted inhibition curve with a large enough effect in the polarisation, with a control signal flat, not every such curve was filed as active; inconclusive = small, poorly fitted or top-dose-only effect, or effect the other way, or a change in a side signal; inactive = no such curve, though single readings can be large or run the other way; the % refers to the polarisation; also: potency is read from the fitted curve at half-maximal effect; % of control where 0% means no effect; many of its hits are not listed in these tables
Mito fusion yeast: blocks mitochondrial division or promotes mitochondrial fusion | S. cerevisiae fusion-defective mutant growth rescue, CellTiterGlo 48 h | Potency, µM (highest dose often 46.1 µM), for inactives: top-dose growth rescue (activation), actives largely listed as activators | hit rate 0.23% among 320,000 | AID 485298;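 also: potency is read from the fitted curve at half-maximal effect; % of control where 0% means no effect; nearly all actives have a fitted effect of over 45% in size; temperature-sensitive fusion mutants such as fzo1-1 at 37 °C on non-fermentable ethanol glycerol medium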
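Yeast fusion mutant, YPEG (non-fermentable carbon), compound, 48 h at 37C non-permissive; CellTiterGlo added, 10 min RT, luminescence read. Rescued growth = division inhibition.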
PTAP TSG101 blk: blocks PTAP/TSG101 interaction to inhibit HIV-1 budding; 340,000 tested, under 10 active; Q99816; Potency, µM (series often up to 115 µM), inactives show top-dose activity change, negative = inhibition, hits mostly inhibitors; Fluorescence polarization, FITC-PTAP peptide / Tsg101 binding; active = well fitted inhibition curve with a large enough effect in the main read-out, with a control signal flat, not every such curve was filed as active; inconclusive = small, poorly fitted or top-dose-only effect, or effect the other way, or a change in a side signal; inactive = no such curve, though single readings can be large or run the other way; also: potency is read from the fitted curve at half-maximal effect; % of control where 0% means no effect
Target sequence (Q99816 whole entry, looked up): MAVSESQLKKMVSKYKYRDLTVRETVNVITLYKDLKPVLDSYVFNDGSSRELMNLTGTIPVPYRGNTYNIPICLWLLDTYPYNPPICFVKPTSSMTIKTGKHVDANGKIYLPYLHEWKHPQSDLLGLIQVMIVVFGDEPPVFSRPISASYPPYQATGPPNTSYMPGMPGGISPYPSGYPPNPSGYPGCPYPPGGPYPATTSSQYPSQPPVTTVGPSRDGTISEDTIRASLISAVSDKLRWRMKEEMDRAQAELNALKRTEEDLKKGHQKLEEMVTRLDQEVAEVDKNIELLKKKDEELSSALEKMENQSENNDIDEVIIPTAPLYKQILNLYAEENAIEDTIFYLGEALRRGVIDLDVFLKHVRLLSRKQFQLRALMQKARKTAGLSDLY
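Fluorescence anisotropy tracks displacement of a FITC-tagged PTAP peptide (50 nM) from the Tsg101 binding domain (10 uM), following a 20 min room-temperature incubation at pH 7.5.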
a7 integrin act: activators of alpha7 integrin expression for muscular dystrophy. alpha7betagal myoblasts, beta-gal FDG fluorescence, 48 h. Potency, µM (doses to about 38.3 µM), for inactives: top-dose activation, most hits filed as activators. hit rate 0.064% among 350,000. AID 624291;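 also: potency is read from the fitted curve at half-maximal effect; 100% = response of the positive control SU9516; nearly all actives have a fitted effect of over 60% in size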
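alpha7betagal+/- myoblasts (passage 13, 250/well) treated 48 h at 37C with compounds at 1:260 dilution of DMSO stock. Lysed, then beta-galactosidase activity read as FDG fluorescence (ex 480/em 540) after 30 min, with pre-read for autofluorescence.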
MBNL1-CUG inh: MBNL1-poly(CUG) RNA binding inhibition; AID 2675; TR-FRET MBNL1-His/biotin-(CUG)12 binding, 665/545 ratio; hit rate 0.036% among 280,000; Q9NR56; Potency, µM (doses to about 57.5 µM), inactives show top-dose activity change, negative = inhibition, usual class: inhibitors; active = well fitted inhibition curve with a large enough effect in the signal ratio, with a control signal flat, not every such curve was filed as active; inconclusive = small, poorly fitted or top-dose-only effect, or effect the other way, or a change in a side signal; inactive = no such curve, though single readings can be large or run the other way; the % refers to the signal ratio; also: potency is read from the fitted curve at half-maximal effect; % is scaled to controls: 0 for no effect and ±100 for the full control effect
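TR-FRET between His-tagged MBNL1 and biotin-(CUG)12 RNA, detected with Tb anti-His antibody (0.055 ng/ul) and streptavidin-XL665 (5 nM), 60 min at room temperature. Compounds titrated 92 nM to 58 uM; 665/545 nm ratio normalized to buffer and complex controls.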
ASM inhibitor: human S-ASM enzyme inhibition. P17405. placental ASM, HMU-PC fluorogenic substrate, 60 min. Potency, µM (highest dose often 57.5 µM), without a hit: at the highest dose activity change, negative = inhibition, actives largely listed as inhibitors. hit rate 0.006% among 340,000. AID 504937; also: potency is read from the fitted curve at half-maximal effect
Target sequence (P17405 47-631 limits assumed): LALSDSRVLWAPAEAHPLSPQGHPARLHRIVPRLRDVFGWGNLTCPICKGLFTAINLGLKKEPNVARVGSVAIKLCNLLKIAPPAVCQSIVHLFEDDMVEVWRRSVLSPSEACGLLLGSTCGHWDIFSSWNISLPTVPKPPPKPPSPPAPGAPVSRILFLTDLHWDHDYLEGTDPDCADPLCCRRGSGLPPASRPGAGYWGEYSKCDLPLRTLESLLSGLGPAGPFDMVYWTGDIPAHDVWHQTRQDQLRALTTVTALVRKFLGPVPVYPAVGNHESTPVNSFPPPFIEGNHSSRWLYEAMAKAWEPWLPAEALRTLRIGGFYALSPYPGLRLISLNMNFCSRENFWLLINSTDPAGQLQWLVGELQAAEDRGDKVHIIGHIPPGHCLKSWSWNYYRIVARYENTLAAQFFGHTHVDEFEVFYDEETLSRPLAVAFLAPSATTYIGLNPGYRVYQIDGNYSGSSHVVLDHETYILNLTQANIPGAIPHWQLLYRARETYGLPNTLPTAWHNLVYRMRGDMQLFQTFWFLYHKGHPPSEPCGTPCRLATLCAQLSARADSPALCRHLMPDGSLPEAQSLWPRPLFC
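Human placenta-derived ASM enzyme was preincubated with compound for 10 minutes at room temperature, then given fluorogenic substrate HMU-PC0 (9 uM final) for 60 minutes at 37 °C; a pH 10 stop preceded fluorescence reading at Ex 386/Em 447 nm.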
MLL CXXC-DNA inh: blocks binding of human MLL CXXC domain to DNA | Q03164 | MLL-CXXC / FITC-HOXA9 DNA fluorescence polarization | Potency, µM (top dose mostly 115 µM), for the others: top-dose activity change, negative = inhibition, hits mostly inhibitors | hit rate 0.037% among 290,000; active = well fitted inhibition curve with a large enough effect in the polarisation, with a control signal flat, not every such curve was filed as active; inconclusive = small, poorly fitted or top-dose-only effect, or effect the other way, or a change in a side signal; inactive = no such curve, though single readings can be large or run the other way; the % refers to the polarisation; also: potency is read from the fitted curve at half-maximal effect
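Purified MLL-CXXC (added from a 7 uM solution) was preincubated 5 min at ambient with pinned compounds in 50 mM Tris-HCl pH 7.5, 50 mM NaCl, 1 mM DTT, 0.05% BSA. Fluorescein-labeled HOX-A9 DNA (50 nM solution) followed, 30 min, then polarization read.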
TCR act: activators of T cell receptors. primary human leukocytes, anti-CD3, IL-2 HTRF, 48 h. Potency, µM (titrated, usually from 9.22 µM), for the others: top-dose activation of IL-2 secretion, most hits filed as activators. 330,000 tested, under 10 active. AID 504894; also: % of control where 0% means no effect
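Using a-CD3 beads without co-stimulation, primary human leukocytes were exposed to compounds for 48 hr. An HTRF IL-2 kit measured the cytokine, with europium-to-d2 energy transfer producing emission at 665nm upon 320nm excitation.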
TSHR antag: antagonists of human thyroid stimulating hormone receptor | activity change, negative = inhibition, % at 11.5 µM | TSHR-expressing cells, TSH-stimulated cAMP HTRF, 2 h; hits give low values | P16473 | hit rate 0.2% among 330,000 | AID 504810;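 active = activity change below a set negative limit, meaning inhibition stronger than a set level, cut at about -70% in these data; inconclusive = activity change between two set negative limits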; also: % is scaled to controls: 0 for no effect and ±100 for the full control effect
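TSHR-expressing cells were treated with compounds, then stimulated with TSH at EC80 (4nM final) for 2 hours at 37 deg C. Cellular cAMP was measured by HTRF competition between lysate cAMP and cAMP-d2 for a cryptate-labelled anti-cAMP antibody.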
A-T KAP1 phos: potential ataxia-telangiectasia treatments restoring KAP-1 phosphorylation; hit rate 0.19% among 320,000; Potency, µM (titrated, usually from 57.5 µM), for the others: at the highest dose activation, hits mostly activators; […] A-T fibroblasts, KAP-1 phosphorylation AlphaLISA; neocarzinostatin DNA damage 30 min before lysis; AID 485349; also: potency is read from the fitted curve at half-maximal effect; % of control where 0% means no effect; nearly all actives have a fitted effect of over 45% in size
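hTERT-immortalized A-T patient fibroblasts ([…]), 500 cells/well in OPTI-MEM, 1% FBS, got compounds for 60 min, then NCS for 30 min at 37C. Lysates were then assayed for phospho-KAP-1 by AlphaLISA (anti-pKAP1 donor, anti-KAP1 acceptor beads), 6 hr at 25C.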
The depositor's hits bear a star; ? = inconclusive; · = no result given; [ ] = dose if it differs, or a comment. Unless noted, calls follow the shape of the dose curve; as a rule, active = well fitted curve in the direction sought with a large enough effect; inconclusive = small, poorly fitted or top-dose-only effect, or another doubt; inactive = no such curve, though single readings can be large; an effect the other way counts as inactive or inconclusive. These rows are one share of the data, so the mix of outcomes need not match the whole.

Structure	Menin-MLL TR inh	MLL CXXC-DNA inh	MBNL1-CUG inh	A-T KAP1 phos	Mito fusion yeast	ASM inhibitor	a7 integrin act	TCR act	PTAP TSG101 blk	TSHR antag
c1nc(N2CCCCC2)c2[nH]cnc2n1	3%	16%	-2%	5%	-7%	-2%	16%	-14%[46.1 µM]	-2%	-3
O=S(=O)(Nc1ccccc1Cl)c1cccc2nsnc12	8%	-14%	?	-4%	7%	0%	?	4%	-3%	-6
c1ccc2[nH]c(CSc3nnc(-c4ccncc4)o3)nc2c1	-24%	-3%	-9%	1%	-7%	31%[activator]	12%	1%	-2%	19
CC(NC(=O)C1CCCN(S(=O)(=O)c2cccc3nonc23)C1)c1ccccc1 (stereo not drawn)	0%	13%	?	-4%	1%	0%	3%	9%	0%	30
Cn1c(=O)c2c(SCC(=O)N3CCN(c4ccccc4)CC3)nc(C3CC3)nc2n(C)c1=O	-8%	-6%	-2%	-3%	-5%	-3%	-7%	-1%	-5%	-3
COC(=O)CC1=NN(c2ccccc2)C(=O)/C1=C\c1ccc(OC)cc1	?	?	-2%	3%	-8%	-4%	6%	-1%[46.1 µM]	1%	3
CCC(NC(=O)c1cc(COc2cc(C)c(Cl)c(C)c2)on1)c1ccncc1 (stereo not drawn)	14%	1%	5%	0%	-6%	1%	0%	-7%	-1%	-3
O=C(CC1(O)C(=O)Nc2ccccc21)c1ccc(-n2cccc2)cc1 (stereo not drawn)	11%	2%	-9%	-6%	-2%	-6%	-13%	1%	-12%	-7
COc1cc(/C=C(/NC(C)=O)C(=O)O)cc(Cl)c1OCc1ccc(Br)cc1	·	-23%	-1%	-9%	-1%	-17%	12%	-3%	-1%	5
CCc1ccc(C(=O)N2CCC(c3nc4ccccc4s3)CC2)cc1	?	103%[activator]	-1%	6%	5%	-11%	-15%	1%	-1%	-21
COc1ccc(-c2nnc(SCC(=O)NCC3CCCO3)n2C)cc1 (stereo not drawn)	-19%	-6%	0%	1%	-1%	-2%	-18%	-5%	1%	-10
COc1ccc(CCN(Cc2nc3ccccc3c(=O)[nH]2)C(=O)c2ccco2)cc1OC	-9%	-9%	13%	10%	7%	-1%	-20%	-3%	-7%	2
CC(C)C1C(C#N)=C(N)Oc2n[nH]c(-c3cccs3)c21 (stereo not drawn)	9%	3%	-1%	5%	3%	0%	9%	-32%	0%	-22
COc1ccc(C2NCCn3cccc32)cc1 (stereo not drawn)	-8%	10%	20%	·	2%	2%	17%	-1%[46.1 µM]	-7%	14
COc1ccc(N2C(=O)CC(Cc3ccccc3)C2=O)cc1 (stereo not drawn)	33%[activator]	-2%	-3%	2%	-1%	2%	1%	-2%	-5%	0
CCc1ccc(CNC(=O)C2CCN(S(=O)(=O)N3CCCC3)CC2)cc1	·	3%	0%	-7%	-12%	1%	24%	5%	-4%	-7
CC1(C)Cc2cccc(OCC(=O)O)c2O1	0%	10%	-7%	·	-2%	-1%	23%	-1%[46.1 µM]	-2%	-7
COc1ccc(CNC(=O)C2CCN(S(=O)(=O)c3ccc4nc5c(c(C(=O)O)c4c3)CC(C)CC5)CC2)cc1 (stereo not drawn)	·	-11%	16%	-8%	1%	4%	-2%	-6%	-1%	-4
COc1cc(C(=O)COC(=O)c2cccs2)cc(OC)c1OC	·	·	·	24%	·	2%	5%	-3%[46.1 µM]	-1%	12
CCOc1ccccc1NC(=O)C1CCN(C(=O)NCc2ccccc2)CC1	-14%	-4%	-5%	·	-1%	0%	-7%	3%[46.1 µM]	-2%	1
O=C(O)c1ccc(N/N=C/C2=Cc3ccccc3OC2)cc1	·	2%	?	-11%	21%	29%	-3%	2%	-1%	-19
Cc1ccc(NC(=S)N(CCCN2CCCC2)Cc2cccn2Cc2ccc(Cl)cc2)cc1C	?	12%	-3%	0%	-3%	-2%	-72%[inhibitor]	7%	-2%	8
CCOCCCNC(=O)C(NC(=O)c1cnccn1)c1ccc(OC)cc1 (stereo not drawn)	-1%	-20%	1%	4%	0%	5%	23%	-13%	-2%	7
COc1ccc(OC)c(S(=O)(=O)N2CCN(C(=O)c3cc(C4CC4)nn3-c3ccccc3)CC2)c1	·	·	·	-2%	7%	-4%	-9%	-4%	1%	-13
COc1cccc(C(=O)Nc2sc3c(c2C(=O)O)CCCC3)c1	?	16%	4%	-5%	?	7%	?	-5%	-1%	-20
Cn1nccc1-c1cc(Cl)cc(Cl)c1O	·	20%	-4%	3%	-3%	-1%	-19%	5%	-1%	24
O=C(Nc1cccc(-c2nc3ccccc3[nH]2)c1)c1cccc(NC(=O)c2ccco2)c1	?	146%[activator]	-18%	6%	-4%	6%	-9%[7.66 µM]	·	-2%	-10
CN1C(=O)N(C)c2cccc3cccc1c23	?	?	0%	-7%	0%	-2%	-17%	-3%	0%	-5
COc1ccc(NC(=S)Nc2ccc(OC)cc2OC)c(OC)c1	-7%	-1%	·	3%	0%	1%	-9%	-1%[46.1 µM]	-2%	-7
O=C(C1CCN(c2nnc(-n3cccc3)s2)CC1)N1CCN(c2cccc(C(F)(F)F)c2)CC1	9%	-2%	16%	6%	-2%	-2%	-27%	4%	0%	-17
CSc1nc2ncc3c(n2n1)CC(C)(C)CC3=O	1%	-6%	-4%	2%	3%	-1%	17%	-1%	-7%	7
Cc1ccc(NC(=O)N2CCCC2C(=O)NCc2cccs2)cc1 (stereo not drawn)	0%	4%	-10%	10%	3%	-1%	-2%	-1%[46.1 µM]	-5%	22
CCc1nc(SCc2ccc(Br)cc2)n[nH]1	-29%	-6%	-3%	-10%	18%	-2%	0%	-3%	-8%	1
Oc1ccc(-c2nncn2-c2ccccc2)cc1	-3%	3%	-3%	5%	1%	-2%	13%	-12%	0%	4
Cc1cc(NS(=O)(=O)c2ccc(Nc3nc(-c4ccc(O)cc4)cs3)cc2)no1	?	-3%	-14%	14%	-1%	?	6%	-2%[46.1 µM]	-3%	-6
O=C(O)c1oc2ccc(Br)cc2c1-n1cccc1	11%	16%	-3%	5%	-4%	4%	5%	3%	-22%	-4
O=C(Nc1c2c(nn1-c1ccc(F)cc1)CS(=O)C2)c1ccco1 (stereo not drawn)	·	-2%	-4%	7%	-1%	4%	?	-1%	-7%	17
Cc1nn(-c2ccccc2)c(C)c1C(=O)NCCc1ccccc1	-6%	-6%	-1%	5%	2%	4%	1%	13%	-3%	-8
O=c1c(/C=N/O)coc2ccc3ccccc3c12	-1%	4%	-1%	-3%	14%	-2%	18%	-5%	-5%	-5
Cc1cc(C)n(CCNC(=O)CC2C(=O)NCCN2Cc2ccccc2C(F)(F)F)n1 (stereo not drawn)	-8%	-2%	2%	-1%	3%	6%	0%	1%	-3%	1
CC1(C)CCCN(C(=O)N2c3ccccc3Sc3ccccc32)C1	?	-2%	0%	15%	-4%	-16%	11%	4%	-3%	-5
CC(=O)Nc1ccc(S(=O)(=O)NC(C)c2ccncc2)cc1 (stereo not drawn)	·	·	·	-7%	-8%	-3%	-5%	-3%	0%	0
O=C(/C=C/c1ccc([N+](=O)[O-])cc1)OCC(=O)N1c2ccccc2Sc2ccccc21	14%	-7%	·	1%	0%	7%	6%	-1%[46.1 µM]	0%	8
Cc1nc(-c2ccccn2)sc1C(=O)O	0%	?	·	-4%	2%	0%	16%	3%	-3%	-4
C=CCNC(=O)c1sccc1Oc1ccc(F)cc1[N+](=O)[O-]	-8%	?	?	-2%	1%	-5%	-18%	-4%	-5%	-10
O=C(OCC(=O)c1ccc[nH]1)c1ccc(S(=O)(=O)N2CCCCC2)cc1	19%	27%	4%	-6%	1%	·	·	·	·	-5
O=C(c1ccc(C(F)(F)F)cc1)C1CCCN(C(=O)c2csnn2)C1 (stereo not drawn)	8%	3%	-6%	0%	3%	2%	11%	2%	0%	-3
CC(=O)c1ccc(N2CCN(C(=O)c3ccc(Cl)c(NC4=NC5CS(=O)(=O)CC5S4)c3)CC2)cc1 (stereo not drawn)	·	9%	4%	0%	8%	-1%	?	-5%	0%	-4
O=C(Nc1cccc(Cl)c1)N1CCc2ccccc2C1	-13%	-1%	2%	0%	-2%	3%	-2%	4%	-2%	-10

High-throughput results from PubChem BioAssay.
